AMA1-RON2 inh: disrupts binding of P. falciparum AMA1 to RON2; 360,000 tested, 0.2% active; AlphaScreen AMA1-biotinylated RON2 peptide binding; Potency, µM (series often up to 58.2 µM), for inactives: at the highest dose activity change, negative = inhibition, usual class: inhibitors; active means well fitted inhibition curve with a large enough effect; inconclusive means small, poorly fitted or top-dose-only effect; inactive means no such curve, though single readings can be large or run the other way;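 further: potency means the concentration at half of the fitted maximal effect; 0% = vehicle wells and -100% = peptide control; nearly all actives have a fitted effect of over 45% in size; some results filed as inactive show a strong effect at the top dose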
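AMA1 (3D7) with his tag at 25 nM final met compounds first, then biotinylated RON2 peptide at 25 nM; detection used donor plus acceptor beads, 10 µg/mL apiece, read by AlphaScreen after 30 min at room temperature.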
HCMV inh: human cytomegalovirus inhibition; activity change, negative = inhibition, % at 57.5 µM; 410,000 tested, 4.5% active; HFF cells, HCMV-luciferase reporter, 72 h; hits give low values; in the data active means activity change below about -60%; inconclusive means no clear call, values can overlap the other calls; inactive means above about -39%
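Two compound doses tested in HFFs infected with HCMV-luciferase, MOI 1 PFU/cell, 72 h at 37C. Lysate luminescence read with OneGlo; data normalized against buffer-only and 10uM Salinomycin inhibitor controls.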
The depositor's hits bear a star; u = inconclusive; [ ] = dose if it differs, or a comment. Unless noted, on the % scale 0 is the no-effect control and ±100 the full control effect.

Sample of the layout, 4 compounds:
| Structure | AMA1-RON2 inh | HCMV inh |
| --- | --- | --- |
| CCN(CC)C(=O)Cn1cc(S(=O)(=O)CC(=O)Nc2cccc(NC(C)=O)c2)c2ccccc21 | 0% | -23 |
| CCCCCN1C(=O)c2ccccc2[C@@]2(C(=O)OCC)Cc3cc(OC)ccc3[C@@H]12 | 3% | -109* |
| COC(=O)[C@@]12C[C@@H](CC(=O)NCc3ccc(C)o3)C(=O)N(Cc3cccc4ccccc34)C1=CCC(C)(C)C2 | -23% | -36 |
| C[C@@H]1CN([C@@H](C)CO)C(=O)CCCn2nncc2CO[C@H]1CN(C)S(=O)(=O)c1ccc2c(c1)OCCCO2 | 31%[activator] | 9 |

All compounds of this part, repeating the preview:
| Structure | AMA1-RON2 inh | HCMV inh |
| --- | --- | --- |
| CCN(CC)C(=O)Cn1cc(S(=O)(=O)CC(=O)Nc2cccc(NC(C)=O)c2)c2ccccc21 | 0% | -23 |
| CCCCCN1C(=O)c2ccccc2[C@@]2(C(=O)OCC)Cc3cc(OC)ccc3[C@@H]12 | 3% | -109* |
| COC(=O)[C@@]12C[C@@H](CC(=O)NCc3ccc(C)o3)C(=O)N(Cc3cccc4ccccc34)C1=CCC(C)(C)C2 | -23% | -36 |
| C[C@@H]1CN([C@@H](C)CO)C(=O)CCCn2nncc2CO[C@H]1CN(C)S(=O)(=O)c1ccc2c(c1)OCCCO2 | 31%[activator] | 9 |
| Cc1cccc(C)c1-n1nnnc1C(c1ccnc2ccccc12)N1CCN(c2ccccc2F)CC1 (centres undefined) | 46%[activator] | u |
| O=[N+]([O-])c1ccc2c([N+](=O)[O-])ccc3c2c1CC3 | u | u |
| CCCc1c(-c2ccccc2F)ncn1Cc1ccccc1OC | -20% | -32 |
| Cn1cc(Cc2ccccc2)c(=O)c(Cc2ccccc2)c1 | 7% | 3 |
| COCCNc1nc(Nc2ccc(F)cc2)c2sccc2n1 | 10% | -15 |
| C[C@@H]1CN([C@H](C)CO)C(=O)c2c(c3ccccc3n2C)-c2ccccc2CO[C@H]1CN(C)C(=O)CCC(F)(F)F | -2% | 109 |
| O=C(C(=O)N1CCN(c2ccccc2)CC1)c1cccc(Br)c1 | -27% | 14 |
| COCCNC(=O)C1C(=O)Nc2ccccc2C(=O)N1c1ccc2c(c1)OCCO2 (centres undefined) | 23% | -2 |
| Cc1onc(-c2c(F)cccc2Cl)c1C(=O)Nc1cccc(S(=O)(=O)N2CCCCC2)c1 | -6% | 0 |
| CC(=O)Oc1ccc(N(C(C)=O)S(=O)(=O)c2ccc(C)cc2)c2ccccc12 | -14% | 1 |
| C[C@@H]1CN([C@@H](C)CO)C(=O)CCCn2nncc2CO[C@H]1CN(C)S(=O)(=O)c1ccc2ccccc2c1 | 14% | 14 |
| S=C(Nc1ccccc1)Nc1ccccn1 | 41%[activator] | 31 |
| Cn1ccc2c(N3CCCCC3)cc3c(c21)C1CCC3O1 (centres undefined) | -16% | 7 |
| CC1C(=O)N(Cc2cn(CCC3OCCO3)nn2)CCS(=O)(=O)N1Cc1ccc(-c2ccc(F)nc2)cc1 (centres undefined) | -3% | -24 |
| O=C(COC(=O)c1nc(Cl)ccc1Cl)Nc1cccc(S(=O)(=O)N2CCOCC2)c1 | 13% | -39 |
| COC(=O)c1cccc(Oc2nc3c(c(=O)n(C)c(=O)n3C)n2Cc2ccc(C)cc2)c1 | -1% | 11 |
| COC(=O)C1=C(c2cccc(OC)c2OC)C[C@@H]2CC[C@H]1N2C(=O)N1CCOCC1 | 1% | 11 |
| CN(C(=O)c1cccc(NC(=O)Cc2ccc(NC(=O)C3CCN(C(=O)C4CC4)CC3)cc2)c1)C1CCCC1 | -1% | 5 |
| O=C(Nc1ccc2c(c1)OCCO2)C(c1ccnc2ccccc12)N1CCN(c2ccc(C(F)(F)F)cn2)CC1 (centres undefined) | -23% | u |
| CC(=O)Oc1ccccc1Cn1c(C)c(C(=O)NCc2ccc(Cl)c(Cl)c2)sc1=O | -3% | -3 |
| C[C@]12CC[C@@H](O)CC1=CC(=O)C1C2CC[C@]2(C)C(=O)[C@H](O)CC12 (some centres undefined) | 0% | -38 |
| COc1ccc(-c2nc3c(C)cc(Br)cn3c2Cc2cccc(Cl)c2)cc1OC | -11% | 18 |
| C=C1C(=O)[C@]23C[C@H]1CCC2[C@]1(C)CCC[C@@](C)(C(=O)O)C1C[C@@H]3O (some centres undefined) | 6% | -102* |
| CCC(C(=O)N1CCN(Cc2ccc3c(c2)OCO3)CC1)n1nnc2ccccc2c1=O (centres undefined) | -6% | -31 |
| CO[C@@H]1CN(C)C(=O)c2cc(NC(=O)NC3CCCCC3)ccc2OC[C@@H](C)N(CCc2ccccc2)C[C@H]1C | -17% | -19 |
| CCO[C@@H]1OC(C(=O)NCc2nc3ccccc3[nH]2)=C[C@H](c2coc3ccccc3c2=O)[C@H]1CCCO | 27% | -2 |
| O=C(NCC1CC1)c1ccc2c3n(nc2c1)-c1ccc(Cl)cc1CO3 | 2% | 45 |
| CC(=O)Nc1cccc(C(=O)OCC(=O)N2CCN(C(=O)COC(=O)c3cccc(NC(C)=O)c3)CC2)c1 | -12%[11.6 µM] | -9 |
| CN(C)C(=O)c1cccc(-c2cnc3sc(NCc4ccc5c(c4)OCO5)nn23)c1 | -23% | u |
| CC(=O)Nc1cc2c(cc1Cl)-c1ccccc1C2 | -9% | 22 |
| Cc1ccc2c(c1)S(=O)(=O)N(C)C(c1ccccc1)=C2 | 9% | -4 |
| CCO[C@H]1OC(C(=O)NCc2nc3ccccc3[nH]2)=C[C@@H](c2cn(C(C)=O)c3ccccc23)[C@@H]1CCCO | -2% | 8 |
| COc1ccc(NC(=O)C(c2ccccc2F)n2c(=O)c(-c3cc4ccccc4[nH]3)nc3ccccc32)cc1 (centres undefined) | 42%[activator] | 82 |
| Cc1ccc2cccc([N+](=O)[O-])c2n1 | -9% | 19 |
| C#CCN(CC(=O)OCC)S(=O)(=O)CCNC1CC1 | 3% | 5 |
| CC(C)n1c(=O)nc(-c2ccccc2)c2cc3c(cc21)OCO3 | -3% | u |
| Cc1ccc(C(=O)N2[C@@H]3CN(C)C(=O)[C@@]2(C)[C@H]2C(=O)N(C)C(=O)[C@@H]32)cc1 | -4% | -30 |
| Cc1cn(C2CCCCO2)c(=O)[nH]c1=O (centres undefined) | 3% | 28 |
| O=c1[nH]c2cc(Cl)cc([N+](=O)[O-])c2c2ccc(Cl)cc12 | -14% | -22 |
| O=C(NNc1ccc([N+](=O)[O-])cn1)Nc1ccc(N=Nc2ccccc2)cc1 | 49%[activator] | 3 |
| O/N=C/c1cc(Br)ccc1OCc1ccc(F)cc1 | -17% | -21 |
| COc1ccc(C=NNC(=S)NC23CC4CC(CC(C4)C2)C3)cc1OC | 27% | -26 |
| COc1ccc(C(C)=O)cc1Cn1c(C)c(C(=O)NCC(C)C)sc1=O | 19% | -9 |
| Cc1cn([C@H]2C[C@H](O)[C@@H](CNCc3ccccc3)O2)c(=O)[nH]c1=O | -2% | 4 |
| CCOC(=O)CN1C(=O)S/C(=C\c2ccc(-c3cccc(C(=O)O)c3C)o2)C1=O | -5% | 48 |
| CCOC(=O)C1=CCC(c2ccc(N(CC)CC)cc2)N(S(=O)(=O)c2ccc(C)cc2)C1c1ccc([N+](=O)[O-])cc1 (centres undefined) | -11% | -13 |
| O=C(CS(=O)(=O)Cc1ccccc1)Nc1ccc(Br)cc1F | -1% | 15 |
| Cc1cccc(C=CC(=O)c2ccccc2)c1 | 11% | 10 |
| Cc1cccnc1C(NC(=O)C1CCN(Cc2ccc(Cl)cc2)CC1)c1ccc(F)cc1 (centres undefined) | -5% | 14 |
| OC(c1ccccc1)c1ncc(-c2ccc(Oc3ccccc3)cc2)[nH]1 (centres undefined) | 0% | -3 |
| COCC(=O)N(C)[C@H]1C[C@H]2c3cc(Oc4ccccc4C)ccc3CCN2C(=O)[C@H]1[C@H](C)O | 0% | -8 |
| COc1ccc2c(c1)NP(=S)(c1ccccc1)N2C (centres undefined) | -27% | 14 |
| CN(C)CCN(C(=O)C1=COCCO1)c1nc2ccc(F)cc2s1 | -15% | 21 |
| O=C(Nc1nnc([C@H]2C[C@H](O)[C@@H](CO)O2)s1)Nc1ccc(F)cc1F | 0% | -3 |
| CC(C)n1c(SCC(=O)Nc2nc3ccccc3s2)nc2c1c(=O)n(C)c(=O)n2C | -1% | 67 |
| CCSC(=Nc1ccccc1)N1CCOCC1 | -5% | -35 |

(more compounds)
Every second line gives: AMA1-RON2 inh | HCMV inh
NC(CCc1ccccc1)c1csc(NC(=O)Nc2cccc(Cl)c2)n1 (centres undefined)
    62%[activator] | -22
CCC(c1nnnn1-c1ccc(OC)cc1)N1CCC2(CC1)C(=O)NCN2c1ccccc1 (centres undefined)
    -5% | -10
O=C1NC2C(=CC(O)C(O)C2O)c2cc3c(cc21)OCO3 (centres undefined)
    21% | -77*
Cc1ccc(S(=O)(=O)Nc2ccccc2C(C(=O)OC(C)(C)C)C(=O)OC(C)(C)C)cc1
    -4% | 10
N#CC1C(=O)NC(=O)C(C#N)C12CCCC2 (centres undefined)
    3% | u
COCCNc1ncnc2c1ncn2[C@H]1CN(Cc2cc(OC)c(OC)c(OC)c2)C[C@@H](CO)O1
    16% | -6
Cn1c2c(c(=O)n(C)c1=O)CS(=O)c1ccccc1N2 (centres undefined)
    -3% | 2
CN(Cc1ccccc1)C(=O)c1cccc(NC(=O)Cc2cccc(NC(=O)C3CCN(C(=O)C4CCC4)CC3)c2)c1
    -15% | -10
O=[N+]([O-])c1ccc(NN=CC2CCCCCC2)c([N+](=O)[O-])c1
    -21% | 25
COc1ccc([C@H]2C[C@@H](n3cc(C4CC4)nn3)[C@H](O)CN2C(=O)C2CCCCC2)cc1
    -2% | 2
CCCCN(C=O)c1c(CC)nc2c(OCCOc3ccccc3)cccn12
    5% | -27
Cc1ccc(S(=O)(=O)N2CCN(C(=O)COC(=O)/C=C/c3cccc([N+](=O)[O-])c3)CC2)c(C)c1
    2% | 7
CCOC(=O)c1c2c(n(C)c1C)C(=O)C(=O)c1ccc(Br)cc1-2
    0% | -97*
CN(CCc1ccccc1)C(=O)c1ccc(NC(=O)Cc2ccc(NC(=O)C3CCCN(C(=O)CCc4ccccc4)C3)cc2)cc1 (centres undefined)
    -5% | -71*
CCOC(=O)C(C(=O)OCC)C(c1ccccc1)N1CCN(c2ccccc2)CC1 (centres undefined)
    -5% | -26
CN(C)CCNC(=O)c1c(CSc2ccc(Cl)cc2)noc1C(=O)NCc1ccccc1
    6% | 4
CC(C)(C)c1ccc(C(=O)N2CCC2(C)C(=O)NS(=O)(=O)c2ccc(C#N)cc2)cc1 (centres undefined)
    -21% | -18
CCCCn1nnnc1C(c1ccccc1)N1CCN(c2ncccn2)CC1 (centres undefined)
    4% | -23
O=C(NC(c1ccc(Cl)cc1)c1cccnc1)C1CCN(CCOc2ccc(Cl)cc2Cl)CC1 (centres undefined)
    -16% | 1
CCCCCC(=O)N1C[C@H](n2cc(-c3ccc(F)cc3)nn2)[C@@H](O)C[C@@H]1c1ccc(OC)cc1
    -3% | -8
C=C1CCN([C@@H](CC(C)C)C(=O)NCc2ccco2)S(=O)(=O)c2ccccc21
    0% | 6
COc1ccc(NC(=O)C2CC(=O)N(c3ccc(C)cc3)C2)cc1S(=O)(=O)N1CCCCC1 (centres undefined)
    0% | 17
CCNC(=O)C1CCCN(C(=O)c2ccc3ccccc3c2)CC1 (centres undefined)
    5% | -26
CN1C(c2ccc(F)cc2)=CS/C1=C(/C#N)c1nnc2n1-c1ccccc1SC2
    -10% | -30
C[C@@H]1CN([C@@H](C)CO)S(=O)(=O)c2ccc(Br)cc2O[C@H]1CN(C)C(=O)Nc1ccc(C(F)(F)F)cc1
    -5% | -36
Cc1csc(N=Cc2ccc([N+](=O)[O-])o2)n1
    u | -12
CCc1nnc(NS(=O)(=O)c2ccc(NC(=O)c3ccc([N+](=O)[O-])s3)cc2)s1
    -3% | -38
COc1ccc(S(=O)(=O)N2Cc3cnnn3-c3ccccc3C2C#N)cc1 (centres undefined)
    -8% | 31
Cc1ccc(CN2CCC(C(=O)c3ccc(F)cc3)CC2)cc1
    -6% | 16
CC1=C(C(=O)N(C(C)C)C(C)C)CC(CC(=O)NC2CCCCC2)C(=O)N1Cc1ccc(F)cc1 (centres undefined)
    0% | 14
COC(=O)c1cccc2c1C(=O)c1cc([N+](=O)[O-])ccc1-2
    4% | -12
O=C(NCCOc1ccccc1)C1C(=O)Nc2ccccc2C(=O)N1C1CCCCC1 (centres undefined)
    -4% | -3
CCCCN1C=C(C(=O)OCC)C(=O)CC1
    3% | -3
CC1C(=O)N(Cc2cn(CCC3OCCO3)nn2)CCS(=O)(=O)N1Cc1ccc(-c2cccc(N(C)C)c2)cc1 (centres undefined)
    u | -3
OCCCn1c(C2CCCN2c2nc(-c3ccc(Cl)cc3)cs2)nc2cc(C(F)(F)F)ccc21 (centres undefined)
    -4% | -66*
O=C(CS(=O)(=O)c1ccc(Cl)cc1)N1CCN(c2ccccc2)CC1
    -3% | -5
O=C(CN(CCO)Cc1ccccc1)N1CCN(S(=O)(=O)c2ccccc2)CC1
    13% | -11
COc1ccc(CCNC(=O)Cc2cc3c(cc2[N+](=O)[O-])OCO3)cc1OC
    12% | 4

Complete entries, quoted from the list.
COc1ccc(CCNC(=O)Cc2cc3c(cc2[N+](=O)[O-])OCO3)cc1OC in the list: AMA1-RON2 inh = 12%; HCMV inh = 4
O=C(CN(CCO)Cc1ccccc1)N1CCN(S(=O)(=O)c2ccccc2)CC1 in the list: AMA1-RON2 inh = 13%; HCMV inh = -11
COC(=O)c1cccc2c1C(=O)c1cc([N+](=O)[O-])ccc1-2 in the list: AMA1-RON2 inh = 4%; HCMV inh = -12

An excerpt (hit frequency here may not be typical).
